Source: PubChem
M4 PAM – potentiates acetylcholine response at human M4 receptor | P08173 | CHO-K1 hM4/Gqi5, Fluo-8 calcium fluorescence, ACh EC20; 0% = ACh EC20, 100% = maximal ACh | activation, % at 3 µM | hit rate 0.4% among 360,000;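 active = activation above its plate's cutoff, the mean activation of sample wells plus 3 SD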; note: some results filed as inactive read as strong as hits
Target sequence (P08173 whole entry, looked up): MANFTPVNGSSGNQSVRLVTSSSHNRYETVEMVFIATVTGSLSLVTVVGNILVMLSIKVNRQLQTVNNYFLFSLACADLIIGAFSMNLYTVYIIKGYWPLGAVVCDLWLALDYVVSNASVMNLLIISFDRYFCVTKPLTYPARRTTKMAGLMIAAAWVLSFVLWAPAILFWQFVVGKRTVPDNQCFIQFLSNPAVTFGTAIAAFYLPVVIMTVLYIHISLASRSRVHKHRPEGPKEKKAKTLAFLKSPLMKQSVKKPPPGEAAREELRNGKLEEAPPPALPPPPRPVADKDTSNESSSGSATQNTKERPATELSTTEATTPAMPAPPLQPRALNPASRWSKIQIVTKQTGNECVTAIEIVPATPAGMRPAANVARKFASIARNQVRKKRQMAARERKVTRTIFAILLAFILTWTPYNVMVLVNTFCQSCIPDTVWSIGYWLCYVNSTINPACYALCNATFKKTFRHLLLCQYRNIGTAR
GalR3 antagonist – antagonists of human GalR3. O60755. HEK293 GalR3-CNG cAMP membrane potential fluorescence; galR3 body fused to GalR1 C-terminus. inhibition, % at 3 µM. hit rate 0.44% among 360,000. AID 651719;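 active = inhibition above the screen-wide average plus 3 SD, cut at about 13% in these data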;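 note: forskolin and galanin both at EC90 stimulate the cells; cAMP rise reported by CNG channel membrane potential dye signal; 0% = forskolin plus galanin with DMSO and 100% = forskolin alone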
Target sequence (O60755 1-299 limits assumed): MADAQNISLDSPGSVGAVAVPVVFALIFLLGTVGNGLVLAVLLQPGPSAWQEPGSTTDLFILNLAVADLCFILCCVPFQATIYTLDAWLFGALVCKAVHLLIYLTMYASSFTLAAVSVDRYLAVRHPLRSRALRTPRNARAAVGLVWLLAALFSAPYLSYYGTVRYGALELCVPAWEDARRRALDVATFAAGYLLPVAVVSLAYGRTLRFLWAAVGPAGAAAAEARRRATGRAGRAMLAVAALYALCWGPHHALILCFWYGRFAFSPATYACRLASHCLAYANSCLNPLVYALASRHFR
* = called active by the depositor; & = joins results of further samples; ! = a repeat was not active.

For O=C(CC[C@H]1O[C@@H](n2ccc(=O)[nH]c2=O)[C@H](O)[C@@H]1O)NC1CCN(Cc2ccccc2)C1 (stereo partly specified) the results were M4 PAM 1.0 and GalR3 antagonist -4.2.
Screening O=c1[nH]c(=S)[nH]c2c1C(c1ccccc1)OC(C1CCCCC1)C2 (stereo unspecified) returned M4 PAM 11.5 and GalR3 antagonist -6.7.
`COCCNC(=O)C1CCCN(C(=O)COCc2ccccc2)CC1` (stereo unspecified) gave M4 PAM -3.1 and GalR3 antagonist -6.9.
COc1cccc(Cn2c(C(C)n3c(-c4cnccn4)nc4ccccc43)nc3ccccc32)c1 (stereo unspecified) was read as M4 PAM 4.5 and GalR3 antagonist -8.2.
Screening O=C1c2ccccc2C(c2nnnn2Cc2ccccc2)N1CCOc1ccccc1 (stereo unspecified) returned M4 PAM 1.9 and GalR3 antagonist -1.6.
`CC1(Cc2c(Cl)cccc2Cl)C(=O)Nc2cc(-c3ccccc3Cl)ccc21` (stereo unspecified) gave M4 PAM -6.8 and GalR3 antagonist -5.8.
`O=C(NCc1cccnc1)c1cc(C2CCCCN2C(=O)c2ccc(Cl)cc2)on1` (stereo unspecified) gave M4 PAM 5.1 and GalR3 antagonist -6.3.
`CCOC(=O)C1=CCCN(S(=O)(=O)c2ccc(C)cc2)C1` gave M4 PAM 0.8 and GalR3 antagonist -4.8.
For CN1CCN(C(=O)c2ccc(NC(=O)c3ccc(Br)o3)cc2)CC1 the results were M4 PAM 2.2 and GalR3 antagonist -6.4.
`COc1ccccc1CNc1nc(NC(C)C)nc2cc(-c3ccccc3)sc12` gave M4 PAM -1.9 and GalR3 antagonist -7.6.
For CCCc1c(-c2ccc(F)cc2)ncn1CCc1ccccc1OC the results were M4 PAM 5.2 and GalR3 antagonist -9.4.
Cc1ccc(F)cc1-c1cc2nc(NCCCN(C)C)n(C)c(=O)c2s1 was read as M4 PAM 2.4 and GalR3 antagonist -6.0.
For Cc1cc(NC(=O)c2csc([C@@H]3O[C@H](CO)[C@H](O)[C@H](O)[C@H]3O)n2)n(C)n1 the results were M4 PAM -1.0 and GalR3 antagonist -2.8.
Screening CC(=O)c1cccc(NC(=O)C2Cc3c(-c4cccc(C(N)=O)c4)ccnc3O2)c1 (stereo unspecified) returned M4 PAM -4.0 and GalR3 antagonist -5.0.
For O=C(NC1CCCC1)c1nc(-c2ccco2)oc1-c1ccccc1 the results were M4 PAM -3.1 and GalR3 antagonist -9.7.
`Cc1ccc(S(=O)(=O)N(C)c2ccc3c(c2)C(=O)c2ccccc2-3)cc1` gave M4 PAM -4.1 and GalR3 antagonist -8.2.
For COc1ccc(CNC(=O)c2sc(=O)n(Cc3cc(C(C)=O)ccc3OC)c2C)cc1 the results were M4 PAM -4.4 and GalR3 antagonist -2.6.
For CS(=O)(=O)Nc1ccc(-c2cncc3nccn23)cc1 the results were M4 PAM -0.8 and GalR3 antagonist -6.0.
c1ccc2ncc(-n3ccnc3)cc2c1 was read as M4 PAM -1.1 and GalR3 antagonist 0.3.
For CC1(C(=O)NS(=O)(=O)C2CC2)CCCN(C(=O)c2ccc(F)cc2Cl)C1 (stereo unspecified) the results were M4 PAM 5.3 and GalR3 antagonist 6.0.
`Cn1cnc(S(=O)(=O)N2CCCCC2c2cc(C(=O)Nc3cccc(C#N)c3)no2)c1` (stereo unspecified) gave M4 PAM 2.1 and GalR3 antagonist 1.4.
`CCOCCC(=O)Nc1ccc2c(c1)c(=O)n(C)n2CC=C(C)C` gave M4 PAM -2.9 and GalR3 antagonist -7.3.
For CN1CCN(c2ccc(CNC(=O)C3Cc4c(-c5ccc(Cl)cc5)ccnc4O3)cc2)CC1 (stereo unspecified) the results were M4 PAM -6.6 and GalR3 antagonist -8.1.
`O=C1NC[C@H](CCCCN2C[C@H](Cc3ccc(O)cc3)N(CCc3ccccc3)C(=O)C2=O)N(CCC2CCCCC2)C1=O` gave M4 PAM -16.2 and GalR3 antagonist -6.0.
Screening CC(=O)Nc1ccc(CN(C)c2c(C)nc3ccc(C(=O)NCCCn4ccnc4)cn23)cc1 returned M4 PAM -3.1 and GalR3 antagonist -6.5.
For NCc1csc(Nc2ccc(C(=O)c3ccccc3)cc2)n1 the results were M4 PAM 4.9 and GalR3 antagonist -7.8.
COCCN1C(=O)CCC1(C)C(=O)Nc1ccc2c(c1)OCCO2 (stereo unspecified) was read as M4 PAM 4.2 and GalR3 antagonist -1.8.
Screening COc1ccccc1-c1cc(NC(C)=O)c2ncc(-c3cccc(C(C)=O)c3)n2c1 returned M4 PAM -4.3 and GalR3 antagonist -3.5.
Screening COc1cc(CNC(=O)Nc2nnc([C@H]3C[C@H](O)[C@@H](CO)O3)s2)cc(OC)c1OC returned M4 PAM 10.5 and GalR3 antagonist -7.3.
CCCCN(C=O)c1c(CC)nc2c(OCCC)cccn12 was read as M4 PAM 1.4 and GalR3 antagonist -5.0.
`Cc1ccc2ccccc2c1C(O)c1ncc(-c2cccc(C(F)(F)F)c2)[nH]1` (stereo unspecified) gave M4 PAM 3.5 and GalR3 antagonist -4.7.
Screening CN1CCN2c3ccccc3CC(C#N)(C#N)C2C1 (stereo unspecified) returned M4 PAM 1.4 and GalR3 antagonist -6.3.
`Cc1cccc(C)c1-n1nnnc1C(c1ccnc2ccccc12)N1CCN(C(=O)OC(C)(C)C)CC1` (stereo unspecified) gave M4 PAM 15.9 and GalR3 antagonist -4.5.
COc1cccc(C(NC(C)=O)c2nc(-c3ccc(C)c(C)c3)cs2)c1 (stereo unspecified) was read as M4 PAM 2.5 and GalR3 antagonist -5.6.
`CCOc1ccc(Cl)cc1-c1cc(C(=O)NCCOC)[nH]n1` gave M4 PAM -1.2 and GalR3 antagonist -6.5.
Screening O=C(NCCc1ccc(O)c(Br)c1)c1ccc(Br)o1 returned M4 PAM 14.2 and GalR3 antagonist -2.0.
`CCc1nc2ccc(C(=O)NCc3ccc4c(c3)OCO4)cn2c1N(C)Cc1cccs1` gave M4 PAM -12.4 and GalR3 antagonist -4.5.
Screening CC(=O)NC(c1ccccc1)c1nc(-c2ccccc2C)cs1 (stereo unspecified) returned M4 PAM 7.2 and GalR3 antagonist -2.7.
`Cn1c(=O)c2cc(NC(=O)Cc3ccccc3F)ccc2n1C/C=C/c1ccccc1` gave M4 PAM 0.3 and GalR3 antagonist -2.5.
For CC(C)Nc1ncnc2c1ncn2[C@H]1CN(Cc2ccncc2)C[C@@H](CO)O1 the results were M4 PAM 3.2 and GalR3 antagonist -5.4.
COC(=O)C[C@H]1CC[C@@H](NC(=O)C2CC2)[C@@H](CO)O1 was read as M4 PAM 6.9 and GalR3 antagonist -4.5.
`CCOc1ccc(Cl)cc1-c1cc(C(=O)Nc2cc(OC)c(OC)c(OC)c2)[nH]n1` gave M4 PAM -1.7 and GalR3 antagonist -2.8.
Cc1ccc(CN2CC(N3CC=CC3)CS2(=O)=O)cc1 (stereo unspecified) was read as M4 PAM 2.2 and GalR3 antagonist -1.5.
Screening CC(C)NC(=O)c1cc(C2CCCCN2S(=O)(=O)c2cccs2)on1 (stereo unspecified) returned M4 PAM -3.3 and GalR3 antagonist -3.8.
`Cc1ccc(S(=O)(=O)N2C[C@H]3C(=O)C[C@@H](c4cccs4)N(S(=O)(=O)c4ccc(C)cc4)[C@H]3C[C@H]2c2ccccc2)cc1` gave M4 PAM -4.4 and GalR3 antagonist -7.2.
For COc1ccccc1NC(=O)Nc1nnc([C@@H]2C[C@H](O)[C@@H](CO)O2)s1 the results were M4 PAM 1.4 and GalR3 antagonist -6.3.
For CCc1ccc(C2CC3C(CN2S(=O)(=O)c2ccc(C)cc2)C(=O)CC(c2ccc(CC)cc2)N3S(=O)(=O)c2ccc(C)cc2)cc1 (stereo unspecified) the results were M4 PAM 5.9 and GalR3 antagonist -1.6.
For CC(C)c1ccc(C(=O)N2CCCC(c3cc(C(=O)Nc4ccc5c(c4)OCO5)no3)C2)cc1 (stereo unspecified) the results were M4 PAM -4.9 and GalR3 antagonist -2.5.
Screening COc1cc(-c2cnc3c(NC=O)cc(-c4ccc(N5CCN(C)CC5)cc4)cn23)cc(OC)c1OC returned M4 PAM 12.6 and GalR3 antagonist 1.9.
`CC(=O)C1=CCC(c2ccccc2F)N(S(=O)(=O)c2ccc(C)cc2)C1` (stereo unspecified) gave M4 PAM -9.3 and GalR3 antagonist -9.2.
CCc1nc2ccc(C(=O)NC3CCN(Cc4ccccc4)CC3)cn2c1N(C)Cc1cccs1 was read as M4 PAM -12.9 and GalR3 antagonist -2.4.
N#Cc1ccccc1C[C@H](N)C(=O)NC[C@H]1O[C@@H](n2cnc3c(N)ncnc32)[C@H](O)[C@@H]1O was read as M4 PAM 7.7 and GalR3 antagonist -7.3.
`N#Cc1ccc(-c2cccc3nccn23)cc1` gave M4 PAM 4.8 and GalR3 antagonist -3.8.
For CCOC(=O)C1(C)CCCCN1C(=O)c1cccc(Cl)c1 (stereo unspecified) the results were M4 PAM 5.7 and GalR3 antagonist 1.6.
Screening COCCNC(=O)C1(C)CCN(C(=O)C2(c3ccc(Cl)cc3)CCCC2)C1 (stereo unspecified) returned M4 PAM 4.0 and GalR3 antagonist -3.9.
Screening OC(c1cccc(Cl)c1)c1ncc(-c2ccccc2Cl)[nH]1 (stereo unspecified) returned M4 PAM -10.1 and GalR3 antagonist -1.1.
CC[C@@H]1Cc2[nH][nH]c(=O)c2[C@@H](c2ccc(Cl)cc2)O1 was read as M4 PAM -1.9 and GalR3 antagonist -6.8.
`CCOC(=O)C(CC)c1cc2n(c(=O)c1C#N)CCC21OCCO1` (stereo unspecified) gave M4 PAM 7.2 and GalR3 antagonist -7.1.
For O=C1CCCCCC[C@@H](O)[C@H](O)C[C@H](c2ccccc2)O1 the results were M4 PAM 3.3 and GalR3 antagonist -5.8.
For CC(C)C(=O)N1CCC1(C)C(=O)Nc1cc(-c2ccccc2)nn1C (stereo unspecified) the results were M4 PAM 5.6 and GalR3 antagonist -1.1.
`O=C1Nc2ccccc2-c2nnnn2C1N1CCCC1` (stereo unspecified) gave M4 PAM 0.8 and GalR3 antagonist -7.0.
For CC1=C(C(=O)N(C(C)C)C(C)C)CC(CC(=O)NCc2cccc3ccccc23)C(=O)N1CCC1=CCCCC1 (stereo unspecified) the results were M4 PAM -8.1 and GalR3 antagonist -9.5.
`CC(C)n1c(=O)c2ccccc2n1C(=O)c1ccccc1` gave M4 PAM 1.3 and GalR3 antagonist -4.8.
`CCOC(=O)C1=CCC(c2ccccc2)N(S(=O)(=O)c2ccccc2C)C1` (stereo unspecified) gave M4 PAM -8.5 and GalR3 antagonist -11.2.
For C=CCNC(=O)c1ccsc1N the results were M4 PAM 4.2 and GalR3 antagonist -6.6.
Screening O=C(O)C1=CCC(c2ccc(Cl)c(Cl)c2)N(S(=O)(=O)c2ccc(F)cc2)C1c1cccc(F)c1 (stereo unspecified) returned M4 PAM 10.2 and GalR3 antagonist -7.0.
CS(=O)(=O)c1ccc(C(=O)OCC(=O)N2CCN(CCC3CCCCC3)CC2)cc1[N+](=O)[O-] was read as M4 PAM -14.2 and GalR3 antagonist -10.3.
O=C(Nc1ccccc1)c1ccccc1Br was read as M4 PAM 4.8 and GalR3 antagonist 2.6.
COC(=O)[C@@]12C[C@@H](CC(=O)NCCCN3CCCC3=O)C(=O)N(Cc3ccco3)C1=CCC(C)(C)C2 was read as M4 PAM 4.8 and GalR3 antagonist -0.5.
CC(=O)Nc1ccc(CNc2nc3cc(-c4ccsc4)sc3c(=O)n2C)cc1 was read as M4 PAM 2.0 and GalR3 antagonist -4.6.
O=C(C(=O)N1CCC(Cc2ccccc2)CC1)c1ccccc1 was read as M4 PAM 3.9&-1.4 and GalR3 antagonist 15.6*!.
`O=c1oc(-c2ccccc2)cc2ccccc12` gave M4 PAM 3.0 and GalR3 antagonist -7.1.
For CC1(C(=O)NS(=O)(=O)c2ccc(Cl)cc2)CCN1C(=O)CCC1CCCC1 (stereo unspecified) the results were M4 PAM 6.3 and GalR3 antagonist 3.0.
Screening COc1ccc(C(=O)C[C@@H]2OC[C@H](C(C)C)N2S(=O)(=O)c2ccc(C)cc2)cc1OC returned M4 PAM 0.9 and GalR3 antagonist -4.7.
For O=C1NC[C@@H](CCCCN2C[C@H](Cc3ccc(O)cc3)N(CC3CCCCC3)C(=O)C2=O)N(Cc2ccccc2)C1=O the results were M4 PAM 5.2 and GalR3 antagonist -6.4.
For CC1=C(C(=O)N(C(C)C)C(C)C)CC(CC(=O)NC(c2ccccc2)c2ccccc2)C(=O)N1Cc1ccc(F)cc1 (stereo unspecified) the results were M4 PAM 4.5 and GalR3 antagonist -4.3.
COC(=O)[C@@]12C[C@@H](CC(=O)NCc3ccc(C)o3)C(=O)N(Cc3ccco3)C1=CCC(C)(C)C2 was read as M4 PAM 15.6 and GalR3 antagonist -7.2.

A portion of the library; the hit share may differ from the screen's.
